Vif-A3F inh = qHTS for Inhibitors of Vif-A3F Interactions: qHTS | Potency, µM (doses to about 46.1 µM), inactives show at the highest dose activity, negative = active | 390,000 compounds, 0.2% hits | HeLa A3F-eYFP + Vif (tagged APOBEC3F with the HIV-1 protein that degrades it), YFP fluorescence increase; further: potency means the concentration at half of the fitted maximal effect; % of control where 0% means no effect; nearly all actives have a fitted effect of over 65% in size
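Fluorescence increase (Ex 488/Em 500-530) after overnight compound treatment at 37 deg C flags inhibition of Vif-driven A3F-eYFP loss in stable HeLa A3F-eYFP/Vif cells seeded overnight beforehand.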
PI4K2A inh = qHTS for small molecular inhibitors of PI4K2A. Phosphatidylinositol 4-kinase type 2-alpha (Homo sapiens), Q9BTU6. purified PI4K2A, ADP-Glo luminescence, 1 h; hits give low values. activity change, negative = inhibition, % at 76.9 µM. 420,000 compounds, 0.13% hits. AID 1346378, 2018; in the data active means activity change below about -50%; inconclusive means mostly about -30% to -49%;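 further: -100% = wells without enzyme as full effect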
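PI4K2A activity was measured by ADP-Glo luminescence: enzyme (4 ug/mL stock) and phosphatidylinositol (1.2 mM stock) in Tris pH 7.5/MgCl2/EGTA/Triton X-100 buffer were reacted with ATP (300 microM stock) for one hour at ambient temperature.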
RXFP1 agonist = qHTS Assay for Agonists of the Relaxin Receptor RXFP1. Relaxin receptor 1 (Homo sapiens), Q9HBX9. AID 2676, 2010. HEK293T-RXFP1 cAMP TR-FRET, 30 min; response scale: percent of porcine relaxin response, buffer zero. Potency, µM (top dose mostly 57.5 µM), for inactives: at the top dose activation, usual class: activators. 370,000 compounds, 0.3% hits; further: potency means the concentration at half of the fitted maximal effect; on the % scale 0 is the no-effect control and ±100 the full control effect; nearly all actives have a fitted effect of over 60% in size; many of its hits are not listed in these tables
Target sequence (Q9HBX9 whole entry, looked up): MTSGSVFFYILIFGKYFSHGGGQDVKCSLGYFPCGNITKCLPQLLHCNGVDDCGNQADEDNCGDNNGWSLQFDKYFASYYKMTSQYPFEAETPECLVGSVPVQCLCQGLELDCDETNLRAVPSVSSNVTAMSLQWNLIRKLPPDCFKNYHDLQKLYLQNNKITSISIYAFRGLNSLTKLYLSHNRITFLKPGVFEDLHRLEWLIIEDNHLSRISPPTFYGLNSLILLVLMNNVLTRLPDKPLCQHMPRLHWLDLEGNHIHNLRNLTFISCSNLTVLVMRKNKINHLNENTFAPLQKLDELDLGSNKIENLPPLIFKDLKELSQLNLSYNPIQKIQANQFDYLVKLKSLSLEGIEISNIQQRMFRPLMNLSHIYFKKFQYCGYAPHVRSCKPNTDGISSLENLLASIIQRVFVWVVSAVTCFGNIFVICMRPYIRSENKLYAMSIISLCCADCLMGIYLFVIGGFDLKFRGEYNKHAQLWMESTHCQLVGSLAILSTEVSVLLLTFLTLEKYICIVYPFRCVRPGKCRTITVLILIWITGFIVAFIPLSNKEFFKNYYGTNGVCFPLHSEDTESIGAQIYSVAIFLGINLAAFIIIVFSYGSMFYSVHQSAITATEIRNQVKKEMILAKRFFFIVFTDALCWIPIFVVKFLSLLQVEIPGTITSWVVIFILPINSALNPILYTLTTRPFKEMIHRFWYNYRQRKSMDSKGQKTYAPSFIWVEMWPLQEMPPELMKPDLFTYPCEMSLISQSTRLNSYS
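HEK293 cells stably expressing RXFP1, treated 30 min at 37C with compounds plus PDE4 inhibitor Ro 20174; cAMP measured by HTRF TR-FRET. Normalized to buffer and 29 nM porcine relaxin; EC50 by Hill fit.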
mIDH1 inhibitor = qHTS for Inhibitors of mutant isocitrate dehydrogenase 1 (IDH1): qHTS; Isocitrate dehydrogenase [NADP] cytoplasmic (Homo sapiens), O75874; IDH1-R132H enzyme, NADPH consumption, diaphorase/resazurin fluorescence; Potency, µM (doses to about 76.6 µM), for the others: at the highest dose activity change, negative = inhibition, most hits filed as inhibitors; AID 602179, 2012; 390,000 compounds, 0.093% hits; further: potency means the concentration at half of the fitted maximal effect; on the % scale 0 is the no-effect control and ±100 the full control effect; nearly all actives have a fitted effect of over 65% in size
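IDH1-R132H (0.5 ug/mL) preincubated 30 min with compound, then NADPH (0.016 mM) and alpha-KG (2 mM) added; 80 min at RT, pH 7.5. Remaining NADPH coupled via diaphorase/resazurin to fluorescence (540/590 nm); concentration-response curves normalized to no-enzyme control.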
TrxR1 substrate = qHTS Assay for Substrates of Mammalian Selenoprotein Thioredoxin Reductase 1 (TrxR1): qHTS; 390,000 compounds, 0.01% hits; AID 588456, 2011; purified TrxR1 substrate turnover, NADPH consumption readout; Potency, µM (top dose mostly 114 µM), without a hit: at the highest dose activity change, negative = substrate turnover; Thioredoxin reductase 1, cytoplasmic (Rattus norvegicus), O89049; further: potency means the concentration at half of the fitted maximal effect; on the % scale 0 is the no-effect control and ±100 the full control effect; nearly all actives have a fitted effect of over 50% in size
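Rat TrxR1, dispensed at 90 nM, was prereduced with 400 uM NADPH (final) for 5 min at ~22 deg C, then incubated with compound 15 min before 400 uM selenite. A first-read NADPH fluorescence drop versus no-compound background flagged substrates.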
USP1-UAF1 inh = Inhibitors of USP1/UAF1: Primary Screen; Ubiquitin carboxyl-terminal hydrolase 1 (Homo sapiens), O94782; recombinant USP1/UAF1, Ub-Rhodamine cleavage fluorescence; Potency, µM (titrated, usually from 57.1 µM), inactives show at the highest dose activity change, negative = inhibition, most hits filed as inhibitors; 390,000 compounds, 0.23% hits; further: potency means the concentration at half of the fitted maximal effect; on the % scale 0 is the no-effect control and ±100 the full control effect; nearly all actives have a fitted effect of over 60% in size; inactives centre near -12
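Step one: compound is pinned into 1nM USP1/UAF1 in HEPES pH 7.8 buffer with TCEP. Step two: 15 min room-temperature incubation. Step three: Ub-Rho (150nM final) starts cleavage, tracked by fluorescence over six one-minute reads.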
LDHA block = qHTS assay for inhibitors of human lactate dehydrogenase. activity change, % (values are at about 110 or 230 µM). purified LDHA, NADH/diaphorase-resazurin fluorescence; hits give low values. L-lactate dehydrogenase A chain (Homo sapiens), P00338. 480,000 compounds, 0.15% hits. AID 1347041, 2019; in the data active means activity change below about -30%; inconclusive means mostly about -25% to -30%;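 further: plate controls were DMSO wells for no effect and wells without enzyme for full effect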
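Human LDH5 at 2 nM final in Tris HCl pH 7.4 with 0.06 mM NADH and 0.2 mM pyruvate, reacted 5 minutes at room temperature. Remaining NADH coupled via diaphorase/resazurin; resorufin fluorescence read at 0 and 20 minutes, normalized to enzyme-free and DMSO wells.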
Glioma ERSR ind = qHTS for Inducers of the Endoplasmic Reticulum Stress Response (ERSR) in Human Glioma: qHTS. U87-MG GRP78 promoter luciferase reporter, 16 h. Potency, µM, inactives show at the top dose activation, hits mostly activators. 420,000 compounds, 0.02% hits; further: potency means the concentration at half of the fitted maximal effect; series mostly up to about 76 µM; % of control where 0% means no effect; nearly all actives have a fitted effect of over 35% in size
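Stably transfected U87-MG human glioma cells carrying a GRP78-based luminescent sensor were seeded at 1000 cells/well, pin-dosed with compounds and incubated 16 h. Luciferase reagent was then added, and end-point luminescence was read after 10 min at room temperature.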
Vif-APOBEC3G blk = qHTS for Inhibitors of Vif-A3G Interactions: qHTS; Potency, µM (highest dose often 46.1 µM), for the others: at the top dose activity, negative = active, most hits filed as inhibitors; 410,000 compounds, 0.076% hits; HeLa A3G-eYFP + Vif (tagged APOBEC3G with the HIV-1 protein that degrades it), YFP fluorescence, overnight; DNA dC->dU-editing enzyme APOBEC-3G (Homo sapiens), Q9HC16;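 further: potency means the concentration at half of the fitted maximal effect; on the % scale 0 is the no-effect control and ±100 the full control effect; nearly all actives have a fitted effect of over 60% in size; hits raise eYFP signal because A3G escapes Vif-driven loss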
Target sequence (Q9HC16 whole entry, looked up): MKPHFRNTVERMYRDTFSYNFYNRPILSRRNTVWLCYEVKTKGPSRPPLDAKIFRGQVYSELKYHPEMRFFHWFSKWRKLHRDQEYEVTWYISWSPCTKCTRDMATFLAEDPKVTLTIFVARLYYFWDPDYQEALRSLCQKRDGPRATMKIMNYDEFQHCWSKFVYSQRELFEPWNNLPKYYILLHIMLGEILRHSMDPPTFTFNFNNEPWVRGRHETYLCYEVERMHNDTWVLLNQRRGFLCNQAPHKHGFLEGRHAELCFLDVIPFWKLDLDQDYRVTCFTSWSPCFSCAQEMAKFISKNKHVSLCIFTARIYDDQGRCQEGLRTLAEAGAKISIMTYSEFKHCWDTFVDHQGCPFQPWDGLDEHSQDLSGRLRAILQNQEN
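Read-out is eYFP fluorescence (Ex 488/Em 500-530) from Vif-expressing HeLa A3G-eYFP cells; more signal means A3G escaped Vif-mediated degradation. Cells plated overnight, compound pinned in, incubated overnight at 37 deg C.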
The depositor's hits bear a star; u = inconclusive; x = no result given; [ ] = another dose, or the depositor's remark. Unless noted, the call rests on the fitted dose curve; in most records, active means well fitted curve in the direction sought with a large enough effect; inconclusive means small, poorly fitted or top-dose-only effect, or another doubt; inactive means no such curve, though single readings can be large; an effect the other way counts as inactive or inconclusive. A portion of the library; count on the stated rates, not on these rows.

Structure	Vif-A3F inh	PI4K2A inh	RXFP1 agonist	mIDH1 inhibitor	TrxR1 substrate	USP1-UAF1 inh	LDHA block	Glioma ERSR ind	Vif-APOBEC3G blk
O=C(NCC1CCCO1)c1ccc(NC(=O)c2ccc([N+](=O)[O-])cc2)cc1 (configuration not stated)	-14%	-1	-0.6%	-3%	-5%	-17%	-1	-3%	0%
CC1(C)Oc2ccc(C(=O)NNC(=O)Nc3ccccc3)cc2NC1=O	-23%	4	0.8%	-1%	5%	-5%	-3	0%	-15%
CC(=O)Nc1ccc(NC(=O)CSc2n[nH]c(-c3cccs3)n2)cc1	-10%	-12	1.8%	10%	2%	-5%	-4	-2%	0%
COc1ccc(C(=O)NC(=S)Nc2ccc(S(=O)(=O)Nc3cc(C)on3)cc2)cc1OC	4%	-2	-0.8%	12%	9%	-7%	-2	-2%	0%
CCCCNC(=O)C1(C)CCCCN1Cc1ccc(-c2ccccc2)cc1 (configuration not stated)	x	0	x	x	x	x	-4	-1%	-3%
O=C(CSc1ccccc1)Nc1nccs1	-16%	2	2.8%	8%	-4%	-15%	-2	3%	-7%
COc1ccc(NS(=O)(=O)c2cccc(C(=O)NNC(=O)c3ccccc3O)c2)cc1	-5%	3	2.2%	-2%	2%[57.1 µM]	-12%	4	8%	0%
O=C(Cn1cc([N+](=O)[O-])cn1)N1CCN(c2ccccc2)CC1	-13%	2	0.7%	7%	7%	0%	-6	2%	0%
CCc1ccccc1N(CC(=O)NC(C)(C)CC)C(=O)CCC(=O)Nc1nccs1	-2%	-4	0.2%	1%	2%	-8%	-2	-1%	2%
Cc1ccc(CNC(=O)CCN2C(=O)[C@@H]3Cc4ccccc4CN3C2=O)cc1	2%	2	-2.3%	-4%	0%	-15%	-9	-3%	-3%
CC(=O)Nc1ccc(NC(=S)Nc2ccc(Br)cc2)cc1	-9%	5	-1.6%	-1%	3%	-21%	-8	-2%	0%
CCN(CC)c1ccc(N2C(=O)c3ccccc3C2=O)cc1	-11%	-7	0.6%	3%	3%	-19%	1	-1%	2%
Cc1ccc(CCN2CC(C(=O)NCCN3CCOCC3)CC2=O)cc1 (configuration not stated)	x	-13	-0.8%	2%	12%	-10%	-1	-2%	-9%
Cc1nnc(SCC(=O)NC(=O)NCc2ccco2)n1Cc1ccccc1	-19%	-23	1.6%	0%	7%[57.1 µM]	-12%	-7	-4%	0%
Cc1cccc(N(CC(N)=O)C2SC(=O)NC2=O)c1 (configuration not stated)	x	-5	2.6%	-2%	3%[2.29 µM]	-17%	-2	-4%	0%
CCCSc1nc(NCc2ccco2)c2c3c(sc2n1)COC(C)(C)C3	-12%	-5	-2.3%	2%	-10%	-11%	4	7%	-9%
CC(=O)Oc1ccc(C2OC(=O)c3ccccc3N2C(C)=O)cc1 (configuration not stated)	2%	-2	-0.9%	5%	7%	-15%	-3	0%	-2%
COc1cccc(CNC(=O)c2ccncc2)c1	3%	-2	-0.6%	-7%	-1%	-5%	-12	-2%	0%
CC(C)c1c(C(=O)N/N=C/c2cccc(OCc3ccc(F)cc3)c2)nnn1-c1nonc1N	-8%	-2	-2.0%	-3%	-2%	-1%	-9	-2%	3%
CCc1ccccc1NC(=O)CCc1c(C)nc(SC)nc1C	2%	-5	2.6%	0%	-5%	-3%	-5	-6%	2%

(list continues)
Structure	Vif-A3F inh	PI4K2A inh	RXFP1 agonist	mIDH1 inhibitor	TrxR1 substrate	USP1-UAF1 inh	LDHA block	Glioma ERSR ind	Vif-APOBEC3G blk
O=C(COc1cc2oc(=O)c3c(c2cc1Cl)CCCC3)NCc1cccnc1	4%	-2	1.5%	0%	15%	-28%	1	-2%	3%
CCCCn1c(CCCNC(=O)c2ccco2)nc2ccccc21	8%	-5	0.9%	11%	-12%	-7%	0	-6%	0%
CCc1nnc(NS(=O)(=O)c2ccc(N/C=C\C(=O)c3ccc(F)cc3)cc2)s1	0%	-6	-2.8%	-3%	-7%[57.1 µM]	-6%	-17	-2%	-1%
COc1cccc(N2C(=O)[C@H]3C(C(=O)c4cnccn4)=NN[C@H]3C2=O)c1	1%	-3	0.3%	1%	-4%	-16%	0	-3%	3%
O=C(c1ccc(C(F)(F)F)cc1)C1CCCN(C(=O)CCc2ccncc2)C1 (configuration not stated)	-11%	5	0.7%	2%	4%	-16%	-4	0%	4%
CCOC(=O)C1CCN(c2c(NCCCN(C)C3CCCCC3)c(=O)c2=O)CC1	-7%	2	0.4%	0%	0%	-30%	-2	-3%	1%
CCOC(=O)c1[nH]c2ccccc2c1NC(=O)c1ccc(OC(C)C)cc1	-4%	5	2.9%	0%	4%	u	-1	-3%	-1%
CCC(C)C(=O)Nc1ccc(OC)cc1[N+](=O)[O-] (configuration not stated)	-2%	-2	3.0%	9%	-3%	-11%	-1	-5%	0%
CCOC(=O)C1CCCCN1C(=O)c1cc2ccc(OC)cc2c2cc(OC)c(OC)cc12 (configuration not stated)	5%	2	x	-6%	9%	u	1	-1%	1%
CCc1ccccc1NC(=O)c1cnn(-c2ccc(F)cc2)c1C1CCNCC1	-5%	1	-1.3%	6%	3%	-18%	3	-5%	-3%
COc1ccc(N(CC(O)Cn2c(C)nc3ccccc32)S(=O)(=O)c2ccccc2)cc1 (configuration not stated)	-8%	-1	2.4%	3%	0%	-18%	0	5%	2%
CC(C)OC(=O)c1ccc(NC(=O)Cn2c(-c3nonc3N)nc3ccccc32)cc1	1%	6	0.6%	12%	6%[57.1 µM]	11%	-4	-8%	2%
Cc1c(Cl)cccc1NC(=O)CN1C(=O)c2ccccc2Sc2ncccc21	-14%	-1	-2.5%	2%	-8%	-10%	-8	-4%	1%
CCc1nc2c(OCc3ccc(F)c(F)c3)cccn2c1N(C)C(=O)C1CC1	x	-3	x	x	x	x	-1	-3%	-2%
C[C@H]1CN=C(N(C)C)N1CCCC1CCCC1	3%	2	-0.5%	-6%	-6%	-25%	-9	-3%	0%
CC(=O)OCCN1C(=O)c2ccc(-c3nc4ccccc4c(=O)o3)cc2C1=O	0%	-7	x	0%	3%	1%	-7	-1%	1%
COC(=O)Nc1ccc(C)c(NC(=O)OC)c1	-10%	4	-3.6%	2%	7%[57.1 µM]	-16%	-6	-5%	0%
O=C(c1cccc(S(=O)(=O)NCc2ccccc2)c1)N1CCN(c2ccc(F)cc2)CC1	-10%	-2	0.2%	2%	0%	-16%	-4	-5%	0%
CCCN1CCN(C2CCCCC2NS(=O)(=O)c2ccccc2)CC1 (configuration not stated)	9%	1	3.2%	10%	7%	-21%	-1	0%	-2%
CC(=O)Nc1ccc(-n2cnnn2)cc1	-4%	-5	-0.5%	0%	9%	-17%	-11	-1%	1%

(next part)
Structure	Vif-A3F inh	PI4K2A inh	RXFP1 agonist	mIDH1 inhibitor	TrxR1 substrate	USP1-UAF1 inh	LDHA block	Glioma ERSR ind	Vif-APOBEC3G blk
O=C(Cc1n[nH]c(=O)c2ccccc12)N/N=C/c1cc2c(cc1Cl)OCO2	-4%	-17	-1.7%	5%	3%	-12%	9	-2%	2%
COc1ccc(OCc2n[nH]c(=S)o2)cc1	0%	-6	1.9%	15%	0%[57.1 µM]	-15%	0	-5%	1%
Nc1nnc2cc(Br)ccc2n1	-1%	-6	x	16%	x	-24%	8	8%	-13%
C=CCNC(=O)c1cc2c(=O)n3cccc(C)c3nc2s1	-18%	0	16%	5%	126%	-10%	-1	4%	-2%
COc1ccc(NC(=O)C2CCN(c3nc4ccccc4nc3C(F)(F)F)CC2)cc1	-1%	1	25%	3%	0%[57.1 µM]	-20%	1	-2%	5%
Cc1cc(Cl)ccc1NC(=S)NCc1ccc(S(N)(=O)=O)cc1	-12%	-2	0.0%	3%	1%	-22%	-6	0%	-5%
CCCCC(=O)Nc1cccc(NC(=S)NC(=O)C(C)C)c1	1%	7	2.3%	0%	-6%	-6%	-7	-6%	-2%
CO[C@H]1O[C@@H]2O[C@@]3(C)CC[C@@H]4[C@@H](C)CC[C@@H]([C@H]1C)[C@@]24OO3	x	x	x	x	1%	x	-3	-3%	-4%
Cc1ccc(NC(=O)COC(=O)Cn2cnc3ccccc32)c([N+](=O)[O-])c1	-3%	-8	2.8%	3%	6%[57.1 µM]	4%	-5	-3%	0%
CN(CCOc1ccc(Cl)cc1)C(=O)c1cc([N+](=O)[O-])ccc1N1CCOCC1	5%	5	1.6%	8%	-7%	-18%	-2	-4%	1%
CN(C)S(=O)(=O)c1ccc(NC(=O)CCNC(=O)c2ccc([N+](=O)[O-])cc2)cc1	5%	-3	2.4%	14%	6%[57.1 µM]	-20%	-3	-2%	0%

Screening data deposited in PubChem BioAssay by National Center for Advancing Translational Sciences (NCATS).
